Screening results deposited in PubChem BioAssay by National Center for Advancing Translational Sciences (NCATS).
Pol iota inh = inhibitors of human DNA polymerase iota; Pol iota fluorescent replication assay, 10 min; Potency, µM (highest dose often 115 µM), without a hit: top-dose activity, negative = inhibition, hits mostly inhibitors; 390,000 tested, 1% active; AID 588590
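Pol iota at 10 nM preincubated 15 min with compounds at room temperature; reaction started with fluorescent substrate, 50 nM final. Fluorescence read kinetically at 0 and 10 min; buffer-only wells as negative control.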
BAZ2B inh = inhibitors of human BAZ2B bromodomain | AlphaScreen BAZ2B-H3K14Ac peptide displacement | Q9UIF8 | AID 504333 | 360,000 tested, 4.4% active | Potency, µM (top dose mostly 114 µM), inactives show at the highest dose activity change, negative = inhibition, most hits filed as inhibitors; further: on the % scale 0 is the no-effect control and ±100 the full control effect; nearly all actives have a fitted effect of over 60% in size
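Protein-peptide AlphaScreen: BAZ2B 50 nM, b-H3K14Ac 50 nM, 1x PBS pH 7.4 + 0.01% Tween-20. Preincubation 30 min RT; cpd 30 min RT (top 110 uM); beads 20 min RT, light-protected.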
G9a block = G9a (human) methyltransferase inhibition | G9a H3K9 monomethylation, AlphaScreen, 2 h | Potency, µM (titrated, usually from 102 µM), inactives show at the highest dose activity, negative = inhibition, actives largely listed as inhibitors | 350,000 tested, 8.8% active; further: on the % scale 0 is the no-effect control and ±100 the full control effect; nearly all actives have a fitted effect of over 75% in size
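AlphaScreen detection with an anti-monomethyl H3K9 antibody quantified product after a 2 h room-temperature reaction containing 500 nM biotinylated H3K9 peptide, 20 µM SAM and 20 nM enzyme, which had been preincubated 15 min with compound.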
Pol eta inh = blocks human DNA polymerase eta activity; Q9Y253; recombinant Pol eta, fluorescent DNA replication assay; Potency, µM (titrated, usually from 114 µM), inactives show at the highest dose activity change, negative = inhibition, usual class: inhibitors; 390,000 tested, 1.2% active; further: on the % scale 0 is the no-effect control and ±100 the full control effect
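Fluorescent replication assay: 50 nM final substrate added after a 15 min room-temperature compound preincubation with 10 nM enzyme. Signal taken at 0 min and again at 10 min.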
Pol beta inh = blocks human DNA polymerase beta activity; P06746; Pol beta primer extension/strand displacement, fluorescence kinetic; Potency, µM (highest dose often 114 µM), without a hit: at the highest dose activity change, negative = inhibition, actives largely listed as inhibitors; 340,000 tested, 1.3% active; further: on the % scale 0 is the no-effect control and ±100 the full control effect
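Pol beta (10 nM) was preincubated with compound for 15 min at room temperature. The reaction was then started with 50 nM substrate and read immediately and after a further 10 min at room temperature.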
APE1 inh = APE1 (human) endonuclease inhibition. P27695. recombinant APE1, TAMRA/BHQ-2 abasic DNA cleavage fluorescence. Potency, µM (top dose mostly 65.8 µM), inactives show top-dose activity change, negative = inhibition, most hits filed as inhibitors. 350,000 tested, 0.35% active;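 further: plate controls were vehicle for no effect and reference inhibitor for full effect; nearly all actives have a fitted effect of over 55% in size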
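Quantitative HTS: incision of a TAMRA/BHQ-2 double-stranded substrate bearing a tetrahydrofuran abasic site by 0.75 nM APE1 raises fluorescence. Substrate 50 nM final, added after 15 min compound preincubation at room temperature; progress as third-minus-first kinetic read difference.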
BLM inh = inhibitors of human Bloom syndrome helicase BLM. 350,000 tested, 0.2% active. Potency, µM (top dose mostly 56.1 µM), for the others: at the top dose activity change, negative = inhibition, hits mostly inhibitors. recombinant BLM DNA unwinding, fluorescence dequenching. P54132;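 further: plate controls were vehicle for no effect and no enzyme for full effect; nearly all actives have a fitted effect of over 35% in size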
Target sequence (P54132 whole entry, looked up): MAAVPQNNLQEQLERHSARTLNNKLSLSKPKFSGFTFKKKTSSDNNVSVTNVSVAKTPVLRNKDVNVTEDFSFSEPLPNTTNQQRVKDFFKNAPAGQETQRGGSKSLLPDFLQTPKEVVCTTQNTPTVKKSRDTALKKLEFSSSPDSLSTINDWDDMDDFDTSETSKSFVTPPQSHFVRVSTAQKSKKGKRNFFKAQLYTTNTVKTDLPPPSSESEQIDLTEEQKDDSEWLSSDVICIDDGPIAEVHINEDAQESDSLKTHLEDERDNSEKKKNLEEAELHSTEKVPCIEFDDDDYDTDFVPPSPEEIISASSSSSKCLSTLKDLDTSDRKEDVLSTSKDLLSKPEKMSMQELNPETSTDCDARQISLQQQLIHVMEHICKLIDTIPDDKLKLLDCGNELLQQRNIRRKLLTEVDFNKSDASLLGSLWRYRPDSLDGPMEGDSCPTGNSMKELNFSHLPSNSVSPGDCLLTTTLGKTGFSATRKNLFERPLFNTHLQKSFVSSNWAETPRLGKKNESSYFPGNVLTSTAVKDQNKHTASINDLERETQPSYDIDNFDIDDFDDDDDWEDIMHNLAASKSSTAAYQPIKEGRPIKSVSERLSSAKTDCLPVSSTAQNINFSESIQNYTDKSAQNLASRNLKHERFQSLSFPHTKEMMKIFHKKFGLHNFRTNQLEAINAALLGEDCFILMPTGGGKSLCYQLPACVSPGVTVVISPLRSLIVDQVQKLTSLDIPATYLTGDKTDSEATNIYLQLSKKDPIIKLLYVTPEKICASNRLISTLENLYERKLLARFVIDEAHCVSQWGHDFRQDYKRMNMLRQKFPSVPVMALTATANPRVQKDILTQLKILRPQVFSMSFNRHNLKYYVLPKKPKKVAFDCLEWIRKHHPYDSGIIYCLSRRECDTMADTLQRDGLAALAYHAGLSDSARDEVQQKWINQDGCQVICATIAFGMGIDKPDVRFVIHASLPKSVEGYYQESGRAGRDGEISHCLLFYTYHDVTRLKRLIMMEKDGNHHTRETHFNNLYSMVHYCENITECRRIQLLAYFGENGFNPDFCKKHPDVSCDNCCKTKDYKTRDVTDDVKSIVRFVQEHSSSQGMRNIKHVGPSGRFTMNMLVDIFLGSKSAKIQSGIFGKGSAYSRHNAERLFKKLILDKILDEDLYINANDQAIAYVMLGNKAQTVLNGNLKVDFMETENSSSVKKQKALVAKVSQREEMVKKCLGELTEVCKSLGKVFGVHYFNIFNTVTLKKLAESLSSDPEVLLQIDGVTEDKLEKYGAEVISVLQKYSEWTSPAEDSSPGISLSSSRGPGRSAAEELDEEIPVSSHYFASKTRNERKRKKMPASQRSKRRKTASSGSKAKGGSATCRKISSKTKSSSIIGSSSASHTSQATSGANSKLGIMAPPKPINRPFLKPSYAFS
POLK inh = blocks human DNA polymerase kappa activity. Q9UBT6. 400,000 tested, 0.53% active. AID 588579. Potency, µM (titrated, usually from 107 µM), without a hit: at the highest dose activity, negative = inhibition, actives largely listed as inhibitors. purified Pol kappa, fluorescent DNA synthesis assay, 10 min; further: on the % scale 0 is the no-effect control and ±100 the full control effect
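First, compounds were pin-transferred onto 10 nM Pol kappa. After 15 min at room temperature, substrate was added to 50 nM final. Fluorescence was then measured kinetically at 0 and 10 min.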
Apoferritin bind = candidate novel general anesthetic via apoferritin binding; apoferritin/1-aminoanthracene competitive binding, fluorescence; Potency, µM (top dose mostly 77.5 µM), for inactives: at the highest dose activity change, negative = displacement, actives largely listed as inhibitors; 350,000 tested, 0.074% active; further: on the % scale 0 is the no-effect control and ±100 the full control effect; nearly all actives have a fitted effect of over 20% in size
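Read-out: endpoint 1-AMA fluorescence, excitation 380 nm and emission 535 nm, after compounds sit 10 min at room temperature with 10 uM horse-spleen apoferritin in 50% saturated 1-AMA/PBS. Values come from four-parameter Hill fits.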
An asterisk follows results filed as active; ? = inconclusive; / = not tested or not shown; [ ] = dose if it differs, or a comment. The call rests on the fitted dose curve; in most records, active means well fitted curve in the direction sought with a large enough effect; inconclusive means small, poorly fitted or top-dose-only effect, or another doubt; inactive means no such curve, though single readings can be large; an effect the other way counts as inactive or inconclusive. Potency means the concentration at half of the fitted maximal effect. An excerpt (hit frequency here may not be typical).

SMILES	Pol iota inh	BAZ2B inh	G9a block	Pol eta inh	Pol beta inh	APE1 inh	BLM inh	POLK inh	Apoferritin bind
Cn1nc(/C=C/c2ccccc2)ccc1=O	52%[activator]	-12%	5%	1%	-1%	-3%	-1%	-10%	-6%
Cc1cc(Cl)ccc1OC(C)C(=O)NNC(=O)C1CCCCC1C(=O)O (stereo unspecified)	-15%	-6%	26%[0.501 µM]	4%	9%	-18%	-1%	-9%	-14%
CC(Oc1ccc2c3c(c(=O)oc2c1)CCC3)C(=O)NCc1cccnc1 (stereo unspecified)	33%[activator]	-2%	-11%	15%	2%	9%	5%	-4%	-19%
NC(=O)c1cc2ccncc2c2ccccc12	-19%	-1%	16%[0.501 µM]	-5%	32%	1%	-11%	-11%	6%
N/C(CC(=O)NC1CCCCC1)=N\OCC(=O)Nc1ccc(Cl)c(Cl)c1	15%	-3%	6%[12.7 µM]	-8%	22%	-3%	-4%	-14%	-9%
COc1ccc(S(=O)(=O)N(C)C)cc1NC(=O)CN1CCN(C(=O)C2CC2)CC1	34%[activator]	-2%	-3%[12.7 µM]	-10%	/	31%	/	4%	/
COC(=O)c1ccc(COc2ccc3c(c2)CCC3)o1	39%[activator]	69%[activator]	183%[activator]	-23%	1%	?	-7%	-1%	4%
O=C(CN1C(=O)COc2ccc(S(=O)(=O)NC3CCCC3)cc21)Nc1ccc(Cl)cc1	2%	-3%	1%[59 µM]	-17%	-1%	/	-9%	-4%	-7%
O=C(Cn1nc(-c2ccccc2)ccc1=O)Nc1ccc(-n2cnnn2)cc1	?	-7%	/	-21%	-21%	4%	-3%	-5%	7%
Cc1ccc(NC(=O)Cn2nnc3ccccc32)c(C)c1	56%[activator]	-15%	6%	8%	-22%	2%	-8%	-3%	-6%
O=C1CS/C(=N/N=C/c2cccs2)N1	107%[activator]	-38%	8%	-6%	4%	-10%	-1%	5%	-3%
COc1cc(C(=O)NCCOc2cc(C)ccc2C(C)C)cc(OC)c1OC	28%	-10%	3%	-25%	-9%	-8%	-11%	-5%	-1%
COc1ccc(CN2CCN(C(=O)CCC(=O)Nc3nnc(C(F)(F)F)s3)CC2)cc1F	12%	-28%	14%	-17%	-11%	29%	-2%	-2%	-11%
CC1CCn2c(nc3cc(C(=O)NCCc4ccc(Cl)cc4)ccc32)C1 (stereo unspecified)	-17%	7%	-2%[59 µM]	-5%	14%	/	1%	-15%[60.1 µM]	51%[activator]
CCc1ccc(NC(=O)CNC(=O)c2nn(-c3ccc(OC)cc3)c(=O)c3ccccc23)cc1	171%[activator]	-17%	-9%	-20%	-28%	28%	-6%	-7%	-7%
CC(=O)Nc1ccc(NC(=O)CSc2cn(CC(=O)N(C(C)C)C(C)C)c3ccccc23)cc1	35%[activator]	-22%	-7%[59 µM]	-3%	18%	/	-9%	-4%	-20%
Cc1ccc(S(=O)(=O)N2CCOC2CNC(=O)C(=O)NCc2ccccn2)cc1 (stereo unspecified)	12%	-1%	-2%	2%	-2%	-14%	-4%	-10%	-8%
CC(=O)Nc1cccc(NC(=O)c2cc(-c3ccccn3)nc3ccc(Cl)cc23)c1	24%	7%	17%	?	3%	-1%	-17%	-3%	-13%
CC(=O)c1cccc(NC(=O)C2CCN(S(=O)(=O)c3ccc4c(c3)oc(=O)n4C)CC2)c1	-4%	-4%	?	2%	14%	/	-1%	-8%	-1%
CCOc1ccc(CCNC(=O)COC(=O)CSc2ccc(C)cc2)cc1OCC	20%	5%	-4%	-26%	/	-4%	/	-9%	/
Cc1cc(Nc2ccc(Cl)cc2)n2ncnc2n1	13%	4%	/	7%	1%	-4%	1%	-3%	-1%
COc1ccccc1C(=O)Nc1c2c(nn1-c1cccc(C)c1C)CS(=O)(=O)C2	-4%[58.9 µM]	-3%	-25%[59 µM]	-18%	-30%	-3%	0%	0%	2%
CC1CC(=O)Nc2ccccc2N1C(=O)COc1cc(Cl)ccc1Cl (stereo unspecified)	3%	-3%	19%[12.7 µM]	0%	/	-10%	/	-16%	/
COc1ccc(C(=O)NCC(=O)OCC(=O)N2CC(C)OC(C)C2)cc1OC (stereo unspecified)	50%[activator]	/	/	-1%	/	53%[activator]	/	-3%	/
O=c1oc2cc(S(=O)(=O)NCCCO)ccc2c2ccc(S(=O)(=O)NCCCO)cc12	-4%	-2%	-37%	-4%	11%	-1%	2%	-13%	-9%
CCC(C(=O)N1CCCC1)n1nc(C)c2c(C)n(-c3ccccc3)nc2c1=O (stereo unspecified)	9%	-17%	6%	-6%	0%	58%[activator]	0%	8%	2%
COc1ccc(-c2cccc(C(=O)Nc3ccc(C)cc3)c2)cc1	9%	5%	19%[0.0925 µM]	-11%	34%	2%	-2%	-4%	-5%
CCOc1ccc(-n2c(=O)c3c(C)c(C)sc3n(Cc3ccccc3C)c2=O)cc1	23%	3%	8%[59 µM]	/	-1%	/	-2%	-14%	-2%
CNC(=O)C(=O)NCC(c1ccc2c(c1)OCO2)N1CCOCC1 (stereo unspecified)	22%	-7%	8%[59 µM]	-14%	0%	/	-1%	-3%[60.1 µM]	4%
O=C(OCC(=O)N1CCN(C(=O)c2ccco2)CC1)c1cccc(O)c1	-12%	-17%	10%[12.7 µM]	9%	2%	-27%	-2%	-10%	-4%

In the list so far, 2 have a furan ring, fused or not:
SMILES	Pol iota inh	BAZ2B inh	G9a block	Pol eta inh	Pol beta inh	APE1 inh	BLM inh	POLK inh	Apoferritin bind
COC(=O)c1ccc(COc2ccc3c(c2)CCC3)o1	39%[activator]	69%[activator]	183%[activator]	-23%	1%	?	-7%	-1%	4%
O=C(OCC(=O)N1CCN(C(=O)c2ccco2)CC1)c1cccc(O)c1	-12%	-17%	10%[12.7 µM]	9%	2%	-27%	-2%	-10%	-4%

Further results follow:
SMILES	Pol iota inh	BAZ2B inh	G9a block	Pol eta inh	Pol beta inh	APE1 inh	BLM inh	POLK inh	Apoferritin bind
Clc1ccc(SCc2cc(-c3ccccc3)no2)cc1	15%	11%	14%	-12%	0%	-4%	-1%	-5%	-12%
Cc1ccc(C2Nc3cc(C)c(C)cc3-n3c(-c4ccccc4)c4c(=O)n(C)c(=O)n(C)c4c32)o1 (stereo unspecified)	-7%	4%	-20%[59 µM]	-6%	-1%	/	-4%	-1%	5%
Cc1nc(N)sc1C(=O)OCC(C)C	-5%	-4%	-10%	-26%	34%	-5%	-2%	7%	-13%
CC(=O)Nc1sc(C)c(C)c1C(=O)OCC(=O)N(CCC#N)c1cc(C)cc(C)c1	22%	0%	-49%	-24%	/	14%	/	-14%	/
CC(=O)c1cccc(NC(=O)Cn2c(SCC(=O)Nc3ccc(F)cc3)nc3ccccc32)c1	4%	-9%	16%[59 µM]	-5%	-2%	/	-13%	-12%[60.1 µM]	8%
CCN(CCn1cccn1)Cc1nc(-c2ccc(C(=O)OC)cc2)no1	101%[activator]	3%	/	1%	8%	2%	-4%	0%	-5%
Cn1cc(Br)c(C(=O)Nc2sc3c(c2C(N)=O)CCCC3)n1	46%[activator]	-5%	35µM*	-20%	?	42%	-16%	-14%	0%
CCOC(=O)C(CC)(CC)C(=O)/C=C/c1ccc(OC)cc1	?	39%	/	-5%	8%	14%	-6%	-11%	1%
CCOc1ccccc1NC(=O)CC1SC(=N)N(c2ccccc2)C1=O (stereo unspecified)	/	-10%	6%	/	28%	14%	-2%	/	-19%
CCc1ccccc1Nc1sc(C(=O)c2cccc(OC)c2)c(N)c1S(=O)(=O)c1ccccc1	5%	?	-26%[59 µM]	-15%	32%	/	-7%	-4%	94%[activator]
Cn1c(=O)c2sccc2n2c(CCCC(=O)NCCc3ccccc3)nnc12	38%[activator]	-8%	/	-4%	20%	-9%	2%	-14%	-9%
COc1ccc(N=C2C(=O)N3CCCc4cccc2c43)cc1	21%	?	?	-19%	2%	3%	-11%	-11%	3%
O=S(=O)(NCCc1csc2nc(-c3ccc(F)cc3)nn12)c1ccc(Oc2ccccc2)cc1	18%	2%	4%[59 µM]	-18%	-24%	/	-2%	-1%[60.1 µM]	-4%
Cc1ccc(NC(=O)N2CCCN(Cc3ccc(F)cc3)C2)cc1C	10%	-3%	-36%	-17%	31%	-3%	-2%	-6%	?
CC(C)C(=O)N1CCC2(CC1)Oc1ccc(F)cc1C(=O)C21CC(c2cccnc2)=NO1 (stereo unspecified)	/	-1%	-3%[12.7 µM]	/	0%	14%	-2%	/	-9%

Results in Apoferritin bind and Pol eta inh, for some of the entries so far:
SMILES	Apoferritin bind	Pol eta inh
CCOC(=O)C(CC)(CC)C(=O)/C=C/c1ccc(OC)cc1	1%	-5%
CCOc1ccccc1NC(=O)CC1SC(=N)N(c2ccccc2)C1=O (stereo unspecified)	-19%	/
CCc1ccccc1Nc1sc(C(=O)c2cccc(OC)c2)c(N)c1S(=O)(=O)c1ccccc1	94%[activator]	-15%
Cn1c(=O)c2sccc2n2c(CCCC(=O)NCCc3ccccc3)nnc12	-9%	-4%

Remaining list, next part.
SMILES	Pol iota inh	BAZ2B inh	G9a block	Pol eta inh	Pol beta inh	APE1 inh	BLM inh	POLK inh	Apoferritin bind
Cc1cc(C(=O)N2CCN(c3ncccn3)CC2)c(C)o1	4%[58.9 µM]	7%	6%[59 µM]	-9%	12%	-6%	2%	-2%	-4%
Cc1cnn(CCC(=O)NNC(=S)NCC(C)C)c1	7%	4%	-34%[2.33 µM]	-14%	0%	0%	4%	-15%	0%
Cc1nn(Cc2ccc(Cl)cc2)c(C)c1NC(=O)Cn1nc([N+](=O)[O-])c(Cl)c1C	6%	-20%	/	?	-1%	-6%	2%	1%	-10%
Cc1ccc2nc(C)c(C(=O)O)cc2c1	-12%	12%	-43%	-7%	-15%	-16%	-9%	6%	3%
COc1ccc(S(=O)(=O)NC(C)c2ccccc2)cc1C(=O)N1CCCCC1 (stereo unspecified)	4%	-4%	-5%	-10%	6%	-13%	-12%	-7%	-6%
O=C(Cc1c(F)cccc1Cl)N/N=C/c1cccs1	33%[activator]	-1%	/	-12%	28%	1%	-3%	-3%	-8%
Cc1ccc(-n2c(SCC(=O)NCc3ccco3)nc3sc4c(c3c2=O)CC(C)(C)SC4)cc1	?	-31%	/	?	?	-2%	-2%	-7%	-5%
CC(C)NS(=O)(=O)c1ccc2c(c1)oc(=O)n2C	-30%	-5%	-20%[59 µM]	-21%	5%	-9%	5%	4%	6%
